# Screening data from PubChem BioAssay.
# UTI89 phage lysis = protection from phage-mediated lysis, alamar blue read-out – E. coli UTI89, K1F phage, bacterial capsule biogenesis inhibitors (AID 488966); E. coli UTI89 K1F phage lysis, alamar blue, 2 h; higher % means a stronger effect; one-dose inhibition, % at 100 µM; IC50 in µM for titrated hits; hit rate 0.02% among 340,000;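 active = phage lysis inhibition, versus mean bacterial control, above a set limit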;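 note: capsule biogenesis inhibitors block K1F phage lysis so surviving cells raise fluorescence; higher fluorescence means more inhibition of phage lysis; actives were called in the ten point dose series up to 300 µM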
# Numbers without * were called inactive; [ ] = remark or other dose. Not all compounds are listed, so the mix of outcomes need not match the whole.
SMILES,UTI89 phage lysis
Cc1nc(SCC(=O)N2c3ccccc3NC(=O)CC2C)c2c(C)c(C)sc2n1 (stereo not given),0.0%[50 µM]
O=C(O)c1ccccc1C=NN=C1c2ccccc2-c2ccccc21,-2.8%
Cc1c(NS(=O)(=O)c2cc(C(=O)NCc3ccco3)cc(Cl)c2Cl)c(=O)n(-c2ccccc2)n1C,0.7%[50 µM]
CC1(C)CC(=O)C=C(c2ccc3ncccc3c2)C1,-2.3%
Nc1ccc2nc(N)sc2c1,-1.1%
Cc1cccc(N=C2SC(C)CN2C(=O)CN2C(=O)NC3(CCCC3)C2=O)c1 (stereo not given),0.1%[50 µM]
Cc1ccc(NC(=O)C(=O)NCCCN2CCCC2=O)c(C)c1,0.9%[50 µM]
CCN(CC)CCCN1C(=O)C(O)=C(C(=O)c2ccco2)C1c1ccc(C)o1 (stereo not given),-7.3%
O=C(CN1CCN(Cc2ccc3c(c2)OCO3)CC1)Nc1ccc2[nH]c(=O)[nH]c2c1,1.0%
O=C(COC(=O)c1cc(Br)ccc1O)Nc1ccc2c(c1)OCO2,0.6%[50 µM]
Cc1cc(C)nc(SCC(=O)NC(=O)c2ccccc2O)n1,-0.9%
COC1=CC(=O)OC(c2ccco2)C1 (stereo not given),-1.4%
CC(OC(=O)[C@@H]1CCCN1C(=O)c1cccs1)C(=O)Nc1cccc([N+](=O)[O-])c1 (stereo not given in full),7.1%
Cc1ccc(NC(=O)CSCC(=O)NNC(=O)c2nn(C)c(=O)c3ccccc23)cc1,0.4%[50 µM]
O=C(NN1C(=O)NC2(CCCCC2)C1=O)c1ccc(-c2ccc(Cl)cc2)o1,-0.2%[50 µM]
Cc1cccc[n+]1CC(=O)c1ccc(Cl)cc1,0.4%
O=C(COC(=O)c1ccc([N+](=O)[O-])s1)NNC(=O)c1ccccc1,-0.6%[50 µM]
CCN(CC(=O)Nc1ccc2c(c1)OCCO2)C(=O)/C=C/c1cccc(Br)c1,-0.4%[50 µM]
CC1CCCC(NC(=O)CCNC(=O)c2ccccc2Cl)C1C (stereo not given),0.7%[50 µM]
CN(CC(=O)Nc1c(Cl)cccc1Cl)C(=O)c1cccc(S(=O)(=O)NCc2ccccc2)c1,1.2%[50 µM]
Cn1cccc1C(=O)OCC(=O)NCc1cccs1,-0.6%
COC(=O)c1ccc(COC(=O)CNC(=O)C2CCCCC2)cc1,-1.7%
CCC(C)N(C(=O)COC(=O)CSc1ccc(C)c(C)c1)C1CCS(=O)(=O)C1 (stereo not given),0.4%[50 µM]
Cc1ccc(CSCC(=O)N(C)CC(=O)Nc2ccccc2Cl)cc1,0.7%[50 µM]
COc1ccc(Cl)cc1NC(=O)CSc1cccc[n+]1[O-],3.2%
COc1ccc(NC(=O)Cn2nc(C(=O)O)c3ccccc3c2=O)cc1S(=O)(=O)N1CCCCC1,-1.2%
COCCN(C(=O)CC1CCCC1)c1c(N)n(CC(C)C)c(=O)[nH]c1=O,0.2%[50 µM]
Cc1ccc(S(=O)(=O)NCCC(=O)N2CCCCCC2)cc1,0.2%[50 µM]
O=C(c1ccc(F)cc1)N1CCC(C(=O)N2CCN(S(=O)(=O)c3cccc(Cl)c3)CC2)CC1,1.5%[50 µM]
COc1ccc(C2/C=C\CN(S(=O)(=O)c3ccc(C)cc3)CC(=O)N2Cc2cccc(F)c2)cc1 (stereo not given),0.0%
Cc1nn(C)c(C)c1NC(=O)CSc1nc(Cc2ccccc2)nc2c1cnn2-c1ccccc1,0.0%
CN(C)C(=O)OCc1c(-c2ccccc2)ncc2ccccc12,0.2%
Cc1ccc(C)c(NC(=O)CN(C)C(=O)C2CCCC2)c1,0.6%[50 µM]
CC(=O)c1cccc(NC(=O)COC(=O)c2ccc3c(c2)OCO3)c1,1.6%[50 µM]
COc1cc(S(=O)(=O)N2CCOCC2)ccc1NC(=O)COC(=O)/C=C/c1cc(OC)c(OC)c(OC)c1,-1.8%
CC(NC(=O)CCNC(=O)c1ccc(Br)cc1)c1ccc(S(N)(=O)=O)cc1 (stereo not given),0.3%[50 µM]
COC(=O)c1ccccc1S(=O)(=O)N1CCC(C(=O)OCC(=O)c2ccccc2OC)CC1,0.5%[50 µM]
CC1C(=O)N2CCCc3cc(NC(=O)C(=O)NCCN4CCOCC4)cc1c32 (stereo not given),1.5%[50 µM]
CCOc1ccc(NC(=O)CN(C)C(=O)c2ccc(C3SCCS3)cc2)cc1OCC,-0.8%
Cc1cc(C)c(S(=O)(=O)NCC(c2ccco2)N2CCc3ccccc3C2)c(C)c1 (stereo not given),-0.3%[50 µM]
Cc1ccccc1NC(=O)Cc1nc(COC(=O)c2ccc(Cl)c(S(N)(=O)=O)c2)cs1,0.6%[50 µM]
Cc1cc(N(C)C(=O)c2ccc3c(c2)S(=O)(=O)c2cc(Cl)ccc2C3=O)c(C(F)(F)F)o1,1.6%
CCOC(=O)c1c(C)[nH]c(C)c1C(=O)COC(=O)Cc1ccc(OC)c(OC)c1,-3.4%
Cc1ccc(S(C)(=O)=O)cc1C(=O)Nc1ccc(S(=O)(=O)Nc2nccs2)cc1,0.0%[50 µM]
C=CCSc1nc2sc3c(c2c(=O)[nH]1)CC(C)(C)OC3,0.3%
Cc1cc(N2CCN(C)CC2)ccc1NC(=O)c1ccc(-c2ccc(Cl)cc2)o1,-0.1%[50 µM]
CCN(CC)c1ccc(S(=O)(=O)N2CCCCC2)cc1NC(=O)C1CCC1,-1.1%
COC(=O)C1CCN(CC(=O)Nc2ccc(C(=O)Nc3ccccc3OC)cc2)CC1,2.2%[50 µM]
CCN(C(=O)COC(=O)C1CC1)c1c(N)n(Cc2ccccc2)c(=O)[nH]c1=O,0.1%[50 µM]
COc1cccc(C(=O)OC(C)C(=O)NCC2CCCCC2)c1 (stereo not given),2.0%[50 µM]
O=C(CNS(=O)(=O)c1ccccc1F)OCC(=O)c1c[nH]c2ccccc12,0.4%[50 µM]
O=C(CCNC(=O)c1ccc(Br)cc1)Nc1ccc(S(=O)(=O)N2CCOCC2)cc1,0.4%[50 µM]
O=C(NCC1CCCO1)c1cn(Cc2ccccc2Cl)nc1-c1ccccc1 (stereo not given),0.2%[50 µM]
CCc1ccc(C(=O)NNC(=O)CCc2nc3ccccc3c(=O)[nH]2)cc1,0.5%[50 µM]
O=C(COC(=O)C1CCC1)Nc1ccc(Cl)cn1,3.6%
CN(CC(=O)Nc1cc(Cl)ccc1Cl)C1CCS(=O)(=O)C1 (stereo not given),-0.3%[50 µM]
CCOC(=O)C1=CN(Cc2ccco2)S(=O)(=O)N(CC)C1c1ccc(F)c(Cl)c1 (stereo not given),0.1%
CCN(CC)CCCn1c2c(c(SCC(=O)N3CCCc4ccccc43)nc1=O)CCC2,-0.5%
COc1ccc(-c2c(-c3ccsc3)oc3ccc(N4CCOCC4)cc23)cc1,2.2%
COc1ccccc1C(=O)NC(CCSC)C(=O)N1CCN(C(C)=O)CC1 (stereo not given),0.3%[50 µM]
# More compounds
SMILES,UTI89 phage lysis
O=c1c2cc(F)ccc2sn1-c1ccc(F)cc1,-2.4%
CCC1(c2ccccc2)NC(=O)N(CC(=O)NNC(=O)c2ccc(F)cc2)C1=O (stereo not given),0.6%[50 µM]
COc1ccc(C2=NOC(Cn3nc(-c4ccccc4)cc3C(=O)NCc3cccc(Br)c3)C2)cc1 (stereo not given),1.2%
Cc1cnc(NC(=O)C2C(=O)c3ccccc3S(=O)(=O)N2C)s1 (stereo not given),-1.1%
O=C(Cc1ccc(NC(=O)C2CCN(C(=O)C3CCCC3)CC2)cc1)Nc1cccc(C(=O)N2CCCCC2)c1,-0.1%
O=C(CCc1nc2sc3c(c2c(=O)[nH]1)CCCC3)N1CCN(c2ccccc2)CC1,1.0%[50 µM]
O=C(COc1ccccc1)NNC(=O)c1ccc(Cl)cc1,0.5%[50 µM]
Cc1ccc(S(=O)(=O)N2CCN(C(=O)C3CCN(C(=O)c4ccc(F)cc4)CC3)CC2)c(C)c1,-0.6%
CCN(CC(=O)Nc1cc(Cl)ccc1C)C(=O)Cn1c(=O)cnc2ccccc21,1.6%[50 µM]
CC(C)C[C@@H](CN)NC(=O)c1nc[nH]c1C(=O)N[C@@H](CC(C)C)C(=O)CNC[C@H](C)NC(=O)c1nc[nH]c1C(=O)N[C@@H](C)C(=O)O,0.3%
CCN(CC(=O)NC(C)C)C(=O)c1cc(S(=O)(=O)N2CCCCC2)ccc1N1CCCCC1,2.9%
CN(CC(=O)Nc1ccccc1Br)C(=O)c1cc(S(=O)(=O)N(C)C)ccc1N1CCCC1,0.6%[50 µM]

# Part of the list above in a different format.
Compound	UTI89 phage lysis
CCN(CC(=O)Nc1cc(Cl)ccc1C)C(=O)Cn1c(=O)cnc2ccccc21	1.6%[50 µM]
CC(C)C[C@@H](CN)NC(=O)c1nc[nH]c1C(=O)N[C@@H](CC(C)C)C(=O)CNC[C@H](C)NC(=O)c1nc[nH]c1C(=O)N[C@@H](C)C(=O)O	0.3%
CN(CC(=O)Nc1ccccc1Br)C(=O)c1cc(S(=O)(=O)N(C)C)ccc1N1CCCC1	0.6%[50 µM]
O=C(CCc1nc2sc3c(c2c(=O)[nH]1)CCCC3)N1CCN(c2ccccc2)CC1	1.0%[50 µM]
Cc1cnc(NC(=O)C2C(=O)c3ccccc3S(=O)(=O)N2C)s1 (stereo not given)	-1.1%

# The listing picks up with the 2 entries that preceded the break.
SMILES,UTI89 phage lysis
CCN(CC(=O)NC(C)C)C(=O)c1cc(S(=O)(=O)N2CCCCC2)ccc1N1CCCCC1,2.9%
CN(CC(=O)Nc1ccccc1Br)C(=O)c1cc(S(=O)(=O)N(C)C)ccc1N1CCCC1,0.6%[50 µM]
O=C(COc1ccccc1F)NCC(c1ccc(F)cc1)N1CCOCC1 (stereo not given),0.4%[50 µM]
Cc1cccc(S(=O)(=O)Nc2ccc(S(=O)(=O)Nc3nccs3)cc2)c1,0.7%[50 µM]
COc1ccc(/C=C/C(=O)OC(C)C(=O)c2ccccc2)cc1OC (stereo not given),1.7%[50 µM]
C[C@H]1[C@@H](c2ccccc2)Oc2ccc(Cl)cc2S(=O)(=O)N1Cc1ccc(F)cc1F,0.3%
CCC(C)c1ccc(S(=O)(=O)N2CCN(C(=O)c3ccc(Cl)c(S(=O)(=O)N4CCOCC4)c3)CC2)cc1 (stereo not given),0.3%[50 µM]
Nc1ccc2c(c1)Cc1cc(N)c(Cl)cc1-2,-2.9%
CCCOc1ccccc1OCC(=O)Nc1ccc(S(=O)(=O)N2CCCC2)cc1,-0.2%[50 µM]
COc1ccc(-c2csc(NC(=O)CN3C(=O)NC4(CCCC4)C3=O)n2)cc1,1.1%[50 µM]
COC(=O)c1ccc(CN=C(NS(=O)(=O)c2ccccc2)c2ccccc2)cc1,0.6%[50 µM]
O=C(Cn1ccc(NC(=O)OCc2ccccc2)nc1=O)NCc1nc2ccccc2[nH]1,5.6%
O=C(COC(=O)C1CC(=O)N(CCc2ccccc2)C1)c1ccc[nH]1 (stereo not given),0.7%[50 µM]
CCn1c(C)cc(C(=O)CSc2nnc(-c3ccco3)o2)c1C,1.2%[50 µM]
COc1cc2cnc(CCCC#N)cc2cc1OC,0.4%
CC(C)(C)OC(=O)C[C@@H]1C/C=C\C[C@H](CC(=O)N(CCO)Cc2ccccc2)C(=O)N[C@@H](Cc2ccccc2)COC1=O,-1.0%
CCC(=O)Nc1ccc(C(=O)COC(=O)Cc2ccsc2)cc1,0.4%[50 µM]
CN1OC[C@@H]2CN(Cc3cc(Cl)cc(Cl)c3)[C@H](c3cccc(Oc4ccccc4)c3)C[C@@H]21,0.1%
Cc1cc2occ(CC(=O)N(C)CC(=O)Nc3ccccc3Cl)c2cc1C,0.9%[50 µM]
CN(c1ccccc1)S(=O)(=O)c1cccc(NC(=O)COc2ccccc2)c1,0.1%[50 µM]
CCOC(=O)C(CC)(CC)C(=O)/C=C/c1cccc(Br)c1,0.0%
CCN(C[C@H]1N[C@@](C)(C(=O)OC)[C@H]2C(=O)N(Cc3ccccc3)C(=O)[C@@H]12)S(=O)(=O)c1ccc(OC)cc1,-0.1%
Cc1ccc(S(=O)(=O)N2[C@@H](c3ccc(C#N)cc3)C(C(=O)O)=C[C@H]2CC2CCCC2)cc1,-0.3%
NC(=O)C(CCCCN1CCCCC1)(c1ccccc1)c1ccccc1,1.5%
Cc1cc2ccccc2nc1-c1ccccc1F,-1.7%
CCCCCCCCNS(=O)(=O)CCNCCCC,0.4%

# By substructure, those above containing a COOH group.
SMILES,UTI89 phage lysis
O=C(O)c1ccccc1C=NN=C1c2ccccc2-c2ccccc21,-2.8%
COc1ccc(NC(=O)Cn2nc(C(=O)O)c3ccccc3c2=O)cc1S(=O)(=O)N1CCCCC1,-1.2%
CC(C)C[C@@H](CN)NC(=O)c1nc[nH]c1C(=O)N[C@@H](CC(C)C)C(=O)CNC[C@H](C)NC(=O)c1nc[nH]c1C(=O)N[C@@H](C)C(=O)O,0.3%
Cc1ccc(S(=O)(=O)N2[C@@H](c3ccc(C#N)cc3)C(C(=O)O)=C[C@H]2CC2CCCC2)cc1,-0.3%

# The listing continues.
SMILES,UTI89 phage lysis
Cc1c(C)[n+](=O)c(C)c(C)n1[O-],0.2%
Cc1ccccc1OCCC(=O)NNC(=O)COc1cccc(F)c1,0.5%[50 µM]
O=C(CN1CCN(S(=O)(=O)c2ccc(F)c(F)c2)CC1)Nc1ccccc1C(=O)NC1CC1,0.5%[50 µM]
Cc1c(C(=O)NCC2CCCO2)oc2ccc(Br)cc12 (stereo not given),-0.2%[50 µM]
CCN(CC(=O)NCc1cccs1)C(=O)c1ccc(S(=O)(=O)Nc2ccccc2OC)cc1,1.2%[50 µM]
Cc1ccc(C)c(OCCC(=O)OCC(=O)NCc2ccccc2)c1,0.5%[50 µM]
O=C(O)c1cccc(S(=O)(=O)Nc2cccc(S(=O)(=O)N3CCCC3)c2)c1,0.3%[50 µM]
NC(=O)c1ccc(NC(=O)COc2ccc(-n3cnnn3)cc2)cc1,0.8%[50 µM]
N#CC1(NC(=O)COC(=O)CSc2ccc(F)cc2)CCCCC1,1.4%[50 µM]
COC(=O)c1ccccc1NC(=O)CN1C(=O)NC2(CCCCCCC2)C1=O,-0.3%[50 µM]
Cc1ccc(C(C)C)cc1OCC(=O)Nc1ccc(N2CCCCC2)cc1,0.6%[50 µM]
Cc1nnc(NC(=O)c2ccc(F)c(S(=O)(=O)N3CCOCC3)c2)s1,3.8%
